Giardia killer = kills Giardia lamblia. Giardia lamblia trophozoite viability. activity change, % at 7.66 µM, hits read low. 0.15% of 340,000 active. AID 540267; in the data active means activity change below about -80%; inconclusive means between about -30% and that limit;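 further: parasites exposed to compound for two days anaerobically before the ATP read; on the % scale 0 is the no-effect control and ±100 the full control effect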
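ATP-content bioluminescence gauges trophozoite survival. Cells (100/well) receive compound and incubate anaerobically for 48 hrs at 37 deg C; detection reagent follows for 15-30 min at room temperature.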
B2AR arrestin = recruits beta-arrestin to the human beta2-adrenergic receptor | P07550 | beta-arrestin recruitment to beta2AR, cell-based reporter | Potency, µM (top dose mostly 46.1 µM), for inactives: at the top dose activation, usual class: activators | 0.02% of 330,000 active | AID 492947;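 further: potency means the concentration at half of the fitted maximal effect; 0% = DMSO controls and full agonism = EC100 isoproterenol or metaproterenol; nearly all actives have a fitted effect of over 65% in size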
GALK inh = inhibitors of human galactokinase; P51570; 0.007% of 270,000 active; Potency, µM (series often up to 57.5 µM), without a hit: at the highest dose activity change, negative = inhibition, hits mostly inhibitors; Purified GALK, Kinase-Glo residual ATP luminescence; further: potency means the concentration at half of the fitted maximal effect; on the % scale 0 is the no-effect control and ±100 the full control effect
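Luminescence from leftover ATP (Ultra-Glo luciferase/luciferin) served as read-out after a 1 h room-temperature reaction of 5 nM GALK with 35 uM ATP and 100 uM galactose.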
Coupling enz = counter-screen for Giardia aldolase inhibitors: coupling enzyme system; coupling enzyme system counterscreen, AmpLite Red fluorescence; activity change, negative = inhibition, % at 58.2 µM, hits read low; 0.67% of 290,000 active; in the data active means activity change below about -30%; further: on the % scale 0 is the no-effect control and ±100 the full control effect
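Final compound at 57.5 uM, incubated 10 min at RT with coupling enzyme reagent (glyceraldehyde-3-phosphate), then 20 min with substrate and AmpLite Red detection. Fluorescence read at 525/598 nm; tests interference with the coupling assay, not aldolase inhibition.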
Tb PFK block = T. brucei PFK enzyme inhibition | T. brucei PFK, ADP-Glo luminescence | 0.17% of 330,000 active | Potency, µM (top dose mostly 57.5 µM), for inactives: top-dose activity, negative = inhibition, most hits filed as inhibitors;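 further: potency means the concentration at half of the fitted maximal effect; 0% = uninhibited 1x PFK enzyme wells and -100% = no-enzyme wells; nearly all actives have a fitted effect of over 60% in size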
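PFK 1.25 nM, F6P 0.5 mM, ATP 0.1 mM, 0.1 M TEA pH 8.0, 5 mM MgCl2, 0.01% Tween20, 0.1% BSA; 45 min RT. ADP-Glo readout. qHTS titration up to 57 uM; curves fitted, compounds curve-classed.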
ASM inhibitor = inhibitors of human secretory acid sphingomyelinase | placental ASM, HMU-PC fluorogenic substrate, 60 min | Potency, µM (highest dose often 57.5 µM), for the others: at the top dose activity change, negative = inhibition, usual class: inhibitors | 0.006% of 340,000 active | AID 504937; further: potency means the concentration at half of the fitted maximal effect
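Human placenta-derived ASM preincubated with compound 10 min at room temperature, then reacted with 9 uM (final) fluorogenic HMU-PC substrate for 60 min at 37 C. Stop solution raises pH to 10; fluorescence read at Ex 386/Em 447 nm.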
PKM2 activator = PKM2 (human) enzyme activation; Potency, µM (doses to about 57.5 µM), without a hit: top-dose activation, hits mostly activators; 0.34% of 260,000 active; purified PKM2, Kinase-Glo ATP luminescence, activation; response scale: 0% is enzyme alone, no compound; further: potency means the concentration at half of the fitted maximal effect; on the % scale 0 is the no-effect control and ±100 the full control effect; nearly all actives have a fitted effect of over 55% in size
Target sequence (P14618 whole entry, looked up): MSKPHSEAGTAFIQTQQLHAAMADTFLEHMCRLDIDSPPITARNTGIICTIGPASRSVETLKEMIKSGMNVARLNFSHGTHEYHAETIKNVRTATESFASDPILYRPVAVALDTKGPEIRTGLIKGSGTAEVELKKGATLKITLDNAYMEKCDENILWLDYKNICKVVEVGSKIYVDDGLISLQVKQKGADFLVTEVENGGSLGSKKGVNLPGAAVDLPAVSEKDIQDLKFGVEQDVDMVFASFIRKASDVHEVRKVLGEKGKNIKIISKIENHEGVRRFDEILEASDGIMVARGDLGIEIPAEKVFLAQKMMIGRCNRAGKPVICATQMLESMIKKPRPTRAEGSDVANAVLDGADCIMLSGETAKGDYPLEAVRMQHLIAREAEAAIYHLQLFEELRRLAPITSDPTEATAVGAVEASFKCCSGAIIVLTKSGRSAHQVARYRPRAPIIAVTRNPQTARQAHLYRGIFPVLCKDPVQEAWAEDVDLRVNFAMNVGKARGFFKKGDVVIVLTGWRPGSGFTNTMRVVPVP
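Kinase-Glo luminescence reports ATP generated from ADP (0.1 mM) and PEP (0.5 mM) by purified hPK-M2 after 1 h at room temperature, pH 7.2 imidazole buffer; intermediate enzyme activity allows detecting inhibitors and activators.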
Menin MLL FP TR = inhibitors of human menin-MLL interaction, mutant MLL peptide | 0.23% of 270,000 active | Menin + Texas Red MLL mutant peptide, fluorescence polarization | Potency, µM (series often up to 61.6 µM), for the others: at the top dose FP activity change, negative = inhibition, actives largely listed as inhibitors | AID 1768 | O00255; active means well fitted inhibition curve with a large enough effect in the polarisation, with a control signal flat, not every such curve was filed as active; inconclusive means small, poorly fitted or top-dose-only effect, or effect the other way, or a change in a side signal; inactive means no such curve, though single readings can be large or run the other way; the % refers to the polarisation; further: potency means the concentration at half of the fitted maximal effect; % of control where 0% means no effect; many of its hits are not listed in these tables
PTAP TSG101 blk = blocks PTAP/TSG101 interaction to inhibit HIV-1 budding. Fluorescence polarization, FITC-PTAP peptide / Tsg101 binding. Potency, µM (highest dose often 115 µM), for the others: at the highest dose activity change, negative = inhibition, most hits filed as inhibitors. 340,000 tested, under 10 active; active means well fitted inhibition curve with a large enough effect in the main read-out, with a control signal flat, not every such curve was filed as active; inconclusive means small, poorly fitted or top-dose-only effect, or effect the other way, or a change in a side signal; inactive means no such curve, though single readings can be large or run the other way; further: potency means the concentration at half of the fitted maximal effect; % of control where 0% means no effect
Target sequence (Q99816 whole entry, looked up): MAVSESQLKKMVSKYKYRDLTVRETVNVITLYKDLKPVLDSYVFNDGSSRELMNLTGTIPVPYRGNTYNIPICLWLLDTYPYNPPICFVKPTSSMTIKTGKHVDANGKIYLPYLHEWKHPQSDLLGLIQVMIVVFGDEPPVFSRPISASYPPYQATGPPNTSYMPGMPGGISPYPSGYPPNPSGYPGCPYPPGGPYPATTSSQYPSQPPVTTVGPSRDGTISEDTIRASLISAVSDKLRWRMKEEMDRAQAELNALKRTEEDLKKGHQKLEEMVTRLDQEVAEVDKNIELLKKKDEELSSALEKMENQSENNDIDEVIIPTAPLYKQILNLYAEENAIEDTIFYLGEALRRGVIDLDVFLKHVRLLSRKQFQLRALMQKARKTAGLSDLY
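FP read-out: FITC-PTAP peptide, 50 nM final, binding Tsg101 binding domain, 10 uM final; 20 min, r.t.; 10 mM HEPES pH 7.5, 0.15 M NaCl, 0.01% Tween 20, 3 mM EDTA, 0.1 mM TCEP.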
a7 integrin act = activators of alpha7 integrin expression for muscular dystrophy. alpha7betagal myoblasts, beta-gal FDG fluorescence, 48 h. 0.064% of 350,000 active. Potency, µM (doses to about 38.3 µM), without a hit: top-dose activation, usual class: activators;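 further: potency means the concentration at half of the fitted maximal effect; 100% = response of the positive control SU9516; nearly all actives have a fitted effect of over 60% in size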
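alpha7betagal+/- myoblasts (passage 13, 250/well) treated 48 h at 37C with compounds at 1:260 dilution of DMSO stock. Lysed, then beta-galactosidase activity read as FDG fluorescence (ex 480/em 540) after 30 min, with pre-read for autofluorescence.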
BCR signal inh = blocks chronic active B-cell receptor signaling. 0.05% of 340,000 active. ABC-DLBCL IkBa-CBG/CBR reporter, luminescence ratio, 4 h. Potency, µM (highest dose often 46.1 µM), for the others: top-dose ratio change, negative = lower green/red ratio, actives largely listed as inhibitors. AID 493014; active means well fitted inhibition curve with a large enough effect in the signal ratio, with a control signal flat, not every such curve was filed as active; inconclusive means small, poorly fitted or top-dose-only effect, or effect the other way, or a change in a side signal; the % refers to the signal ratio;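 further: potency means the concentration at half of the fitted maximal effect; plate controls were basal doxycycline-induced cells for no effect and cells given 10 µM MG132 for full effect; MG132 reads +100%, hits lower the ratio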
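TMD8 ABC-DLBCL cells carrying doxycycline-inducible green luciferase fused to IkappaBalpha plus unfused red luciferase were exposed to compounds (up to 46 uM) for 4 hrs at 37C. Activity came from the overlap-corrected green/red luminescence ratio.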
The depositor's hits bear a star; ? = inconclusive; . = not tested or not shown; [ ] = remark or other dose. Unless noted, the call rests on the fitted dose curve; in most records, active means well fitted curve in the direction sought with a large enough effect; inconclusive means small, poorly fitted or top-dose-only effect, or another doubt; inactive means no such curve, though single readings can be large; an effect the other way counts as inactive or inconclusive. Only part of the results is shown; count on the stated rates, not on these rows.

Every second line gives: GALK inh | Giardia killer | PKM2 activator | B2AR arrestin | a7 integrin act | PTAP TSG101 blk | Menin MLL FP TR | BCR signal inh | Tb PFK block | ASM inhibitor | Coupling enz
- Cc1ccc(/C=C/C(=O)OCC(=O)NC(=O)NCc2ccccc2)cc1
    . | -29 | . | 2.5% | -37% | 1% | . | 1% | 0% | 4% | .
- CCCS(=O)c1nc(C)cc(C)c1S(C)(=O)=O (stereo unspecified)
    3% | 2 | 0% | 0.5% | ? | -2% | 0% | -3% | 2% | 4% | 1
- CC1(C)CC(NC(=O)C2CCN(S(=O)(=O)c3cccc(C(F)(F)F)c3)CC2)CC(C)(C)N1
    . | 5 | . | 0.0% | -38% | -6% | . | -5% | 2% | 0% | .
- CCOC(=O)c1ccc(NC(=O)c2c(C)[nH]c(C(=O)OCC)c2C)cc1
    -2% | 39[activator] | -3% | 0.0% | -27% | . | 15% | ? | 23% | -2% | 1
- Cn1c(NC(=O)c2cc(Cl)ccc2Cl)cc(=O)n(C)c1=O
    0% | -5 | -9% | -0.1% | 0% | -2% | 4%[11.7 µM] | -1% | 2% | -1% | 4
- CC(=O)Nc1nonc1NC(=O)c1ccc(F)cc1
    4% | -1 | 9% | 0.4% | -7% | 3% | -1% | -11% | -3% | 4% | 1
- Clc1ccc(Cc2noc(-c3cccs3)n2)cc1
    0% | 1 | 2% | 0.2% | 0% | -6% | 7% | ? | -3% | -1% | -3
- Cc1ccccc1Nc1nnc(SCC(=O)c2c(N)n(C)c(=O)n(C)c2=O)s1
    1% | -17 | 3% | 0.3% | 8% | -1% | 0% | 2% | -2% | -1% | 1
- O=C(Nc1ccccc1C(F)(F)F)N1CCCC(O)C1 (stereo unspecified)
    1% | -6 | -1% | -0.7% | 0% | -2% | 1% | 1% | 0% | -1% | 5
- Nn1c(SCC(=O)N2CCCC2=O)nnc1-c1cccs1
    . | -1 | . | -0.3% | 2% | -5% | . | -1% | 3% | 1% | .
- CCOCCCN(Cc1ccco1)S(=O)(=O)c1csc(C(N)=O)c1
    -2% | -5 | -3%[0.46 µM] | 0.0% | 30% | -1% | 12% | -1% | 4% | 1% | 1
- O=C(CCNC(=O)c1ccc([N+](=O)[O-])cc1)NCCc1ccccc1
    1% | 9 | -2% | -0.7% | 1% | -1% | -1% | 11% | 0% | -3% | 1
- CC12CCC(C(=O)N3CCCc4ccccc43)(CC1=O)C2(C)C (stereo unspecified)
    -2% | 4 | 1% | 0.4% | -2% | -4% | -28% | 3% | -3% | 4% | 0
- C=CCC[C@@H](Cc1ccc(F)cc1)C(=O)OC[C@@H](Cc1ccccc1)NC(=O)[C@@H](CC=C)CC(=O)N[C@@H](CO)Cc1ccccc1
    . | 29 | . | -0.7% | -14% | -1% | . | ? | -2% | 2% | .
- COc1cc([N+](=O)[O-])ccc1NC(=S)Nn1cnnc1
    -1% | -19 | -9% | -0.2% | 3% | -10% | . | 0% | 1% | -1% | .
- Cc1ccc(NC(=O)C(=O)NCCc2c[nH]c3ccccc23)c(C)c1
    7% | -16 | 2% | -0.1% | -5% | 1% | 4% | 12% | -5% | -1% | -1
- CC(=O)Nc1ccc(NC(=O)COC(=O)c2cc([N+](=O)[O-])ccc2N2CCOCC2)cc1
    0% | -2 | 1% | -0.3% | 9% | -2% | -7% | -18% | 2% | -6% | -1
- COc1ccc(C2CC(c3c(-c4ccccc4)c4cc(Cl)ccc4[nH]c3=O)=NN2S(C)(=O)=O)cc1OC (stereo unspecified)
    -3% | -14 | 2% | 0.2% | -27% | -2% | 1% | 5% | 0% | 12% | 2
- CN(C)c1ccc(NS(=O)(=O)c2ccc(Cl)cc2)cc1
    -1% | -11 | -15% | -0.5% | -9% | -1% | 3% | 6% | 1% | 3% | 0
- O=C(Oc1ccc(N(Cc2cccs2)C2=NS(=O)(=O)c3ccccc32)cc1)c1ccco1
    -2% | -1 | -1% | 0.0% | 4% | -2% | 0% | -10% | 1% | -1% | 0
- CCN(CC(=O)NCc1cccs1)S(=O)(=O)c1cccc(Br)c1
    . | -12 | . | 0.1% | -18% | -3% | . | 0% | 4% | 1% | .
- Cc1cccc(-c2ccc(NC(=O)C3CCN(CC4CC4)CC3)cc2)c1
    3% | 6 | 0% | 3.9% | -63%[inhibitor] | -3% | -6% | 1% | 0% | -3% | 3
- O=C1CC(N2CCN(Cc3ccc(Cl)cc3)CC2)C(=O)N1CCc1ccccc1 (stereo unspecified)
    -2% | -2 | 1% | -0.4% | -13% | -4% | . | 4% | 1% | 1% | 3
- Cc1cccc(C(C)C)c1NC(=O)c1c(-c2ccccc2)noc1C
    -4% | 0 | -4% | -1.3% | -22% | 1% | 10% | 1% | -2% | -1% | 1
- Cc1nc(C)c(-c2csc(NCCc3ccccc3)n2)s1
    3% | 1 | 13% | 0.1% | -20% | -3% | -5% | 2% | -3% | ? | 1
- Cc1nnc(SCC(=O)NC(=O)NC(C)C)s1
    11% | -28 | 3% | 0.3% | 0% | -6% | -11% | 8% | -2% | -2% | -1
- O=C(CN1CCCCC1)NN(Cc1ccccc1)c1ccccc1
    -1% | 9 | 0% | -0.7% | 10% | 3% | -22% | -1% | -1% | 0% | 0
- CC(NC(=O)COC(=O)CCC(=O)c1ccc(F)cc1)c1ccccc1 (stereo unspecified)
    . | 10 | . | -0.2% | 10% | -2% | . | 1% | 2% | -1% | .
- O=C(NCc1cccs1)c1nn2cccnc2c1Cl
    0% | 4 | 5% | -0.4% | 18% | -2% | -8% | ? | -1% | 1% | 0
- O=C(COC(=O)c1nc(Cl)c(Cl)c(Cl)c1Cl)NCc1ccccc1
    . | 8 | . | 0.3% | -25% | -8% | . | ? | -7% | -8% | .
- CC1(C)CC(=O)C=C(c2ccc(F)nc2)C1
    . | 12 | . | -0.1% | 3% | 0% | . | -5% | 15% | 9% | .
- Cn1cc(S(=O)(=O)NCCc2ccccc2)c(=O)n(C)c1=O
    1% | -5 | 3% | -0.1% | -14% | -10% | . | 0% | -2% | 5% | 1
- O=C(Cc1ncon1)Nc1ccc(F)c(F)c1F
    0% | 3 | -9% | 3.5% | 29% | -2% | . | -17% | -23% | 2% | -1
- O=C(Nc1ccc2c(c1)OCCO2)C1CCN(S(=O)(=O)c2ccc3c(c2)OCCO3)CC1
    0% | 2 | 2% | 0.1% | -8% | -2% | . | -26% | -1% | 0% | 1
- O=C(Cn1c(=O)c2sccc2n(Cc2ccc([N+](=O)[O-])cc2)c1=O)NCCc1ccccc1
    -1% | 0 | 8% | 0.1% | 7% | -3% | 4% | -6% | 6% | 0% | 4
- COc1ccc(NC(=O)CN2CCCCC2)c([N+](=O)[O-])c1
    -2% | 1 | 2% | 0.0% | 2% | -8% | 0% | 3% | 3% | -4% | 5
- CC(NC(=O)c1cc2cc(F)ccc2[nH]1)c1ccccc1 (stereo unspecified)
    2% | -12 | . | -1.1% | 1% | -1% | 22% | -2% | -1% | -1% | -1
- COCCNC(=O)C(OC(=O)c1cc2oc(C)cc2n1C)C(C)C (stereo unspecified)
    -1% | -15 | -3% | -0.1% | -1% | -7% | 14% | 0% | -1% | 2% | 0
- CCOC(=O)Cc1csc(NC(=O)c2sc3nc4c(C)cc(C)cc4cc3c2N)n1
    0% | -9 | 2% | -0.9% | 0% | ? | ? | -1% | -7% | -8% | 5
- O=C(NCCNc1ccc([N+](=O)[O-])cc1)c1ccccc1Br
    -2% | -12 | 0% | -0.4% | -2% | -6% | 15% | ? | -23% | -6% | 5
- Cc1ccc(NS(=O)(=O)c2cn(C)c(=O)n(C)c2=O)c(C)c1
    . | -13 | -17% | 0.2% | 8% | 0% | -9% | 1% | -3% | 0% | -1
- CCCSCCCNC(=O)c1ccc(C)c(NC(=O)C2=C(C)OCCS2)c1
    . | 4 | . | 0.2% | -3% | -6% | -9% | -7% | 1% | 0% | 11
- COc1ccc(S(=O)(=O)n2nc(-c3cc(OC)c(OC)c(OC)c3)cc2N)cc1OC
    0% | 7 | 0% | -0.2% | -3% | -2% | -2% | ? | -1% | -3% | -3
- CC1CN(c2nc3ccccn3c(=O)c2/C=C(\C#N)C(N)=O)CC(C)O1 (stereo unspecified)
    -1% | -16 | -4% | -0.2% | -10% | 0% | . | ? | -1% | 65%[activator] | 4

Screening data: PubChem BioAssay, National Center for Advancing Translational Sciences (NCATS)
